HTRA1 inh – blocks human HTRA1 serine peptidase; Q92743; recombinant HTRA1, FP-rhodamine activity-based probe, fluorescence polarization; inhibition, % at 5.96 µM; actives 0.5% (n = 340,000); AID 504803; in the data active means inhibition above about 36%;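 further: 0% = enzyme with DMSO and 100% = wells lacking enzyme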
SMARCA2 activ – activators of SMARCA2 function. MG213 cells, MMTV-luciferase reporter, dexamethasone, overnight. AID 652017. activation, % at 9.1 µM. actives 1% (n = 370,000); in the data active means activation above about 7.8%;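 further: 0% = vehicle wells and 100% = reference activator wells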
NR1D1 modulator – Rev-erb alpha (human) modulation; P20393; actives 0.79% (n = 370,000); Rev-erbα–FITC-DNA binding, fluorescence polarization, 90 min; activity, % at 10 µM;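 active means activity above about 14%, limit read from the data; passing the limit was not always enough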;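 further: 0% = DMSO wells with 35 nM protein and 100% = DMSO wells with 750 nM protein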
Target sequence (P20393 whole entry, looked up): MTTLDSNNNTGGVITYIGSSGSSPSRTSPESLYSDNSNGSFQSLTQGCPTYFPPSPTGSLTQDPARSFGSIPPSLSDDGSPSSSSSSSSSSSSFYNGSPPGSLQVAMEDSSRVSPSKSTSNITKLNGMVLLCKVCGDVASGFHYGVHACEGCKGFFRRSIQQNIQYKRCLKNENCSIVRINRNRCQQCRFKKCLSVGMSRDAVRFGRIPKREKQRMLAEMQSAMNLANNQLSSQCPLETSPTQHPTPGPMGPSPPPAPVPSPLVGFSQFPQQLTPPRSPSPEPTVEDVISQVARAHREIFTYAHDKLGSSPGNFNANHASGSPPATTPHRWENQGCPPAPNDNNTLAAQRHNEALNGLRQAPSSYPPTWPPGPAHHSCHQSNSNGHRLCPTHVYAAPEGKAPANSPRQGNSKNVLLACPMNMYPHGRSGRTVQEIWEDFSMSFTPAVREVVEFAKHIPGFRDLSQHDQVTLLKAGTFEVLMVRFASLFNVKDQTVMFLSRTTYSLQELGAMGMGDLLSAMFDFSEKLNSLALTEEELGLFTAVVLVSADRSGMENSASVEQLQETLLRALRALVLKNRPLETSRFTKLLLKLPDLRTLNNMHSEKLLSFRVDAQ
NPR2 activator – GC-B (human) receptor activation. P20594. HEK293-GC-B cells, CNP EC30, cGMP TR-FRET; 0% at EC30 CNP, 100% saturating CNP. activation, % at 10 µM. actives 0.11% (n = 370,000). AID 1920062;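 active means activation at 10 µM reaching about 35% in either raw or pattern-adjusted values, limit read from the data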
PG9 binder – small molecules binding HIV-1 gp120 antibody PG9; TR-FRET gp120-PG9 antibody binding; inhibition, % at 6.7 µM; actives 0.43% (n = 360,000); AID 624416; in the data active means inhibition above about 8.5%
rCAG RNA binder – binds r(CAG) RNA repeats; r(CAG) RNA repeat, TO-PRO-1 dye displacement fluorescence; inhibition, % at 3 µM; actives 1.3% (n = 370,000);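 active means inhibition above the plate cutoff, the mean of all test compounds on that plate plus 3 SD, cut at about 35% in these data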;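 further: 0% = DMSO alone and 100% = 100 µM mitoxantrone as full dye displacement; higher means more dye released from RNA so lower well fluorescence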
mABHD4 FP – ABHD4 (mouse) inhibition, primary FP screen; Q8VD66; purified mABHD4, FP-Rh probe fluorescence polarization; inhibition, % at 8.92 µM; actives 0.54% (n = 370,000); AID 720543;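 active means inhibition exceeding the mean over every tested compound plus 3 SD, cut at about 30% in these data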;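 further: 0% = plate median of compound wells and 100% = S159A mutant with DMSO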
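Assay system: Wild-type mouse ABHD4 protein | Medium: HEPES pH 7.0 buffer, 150 mM NaCl, 0.01% Pluronic F-127 | Incubation: Enzyme–compound pre-incubation 45 min, then probe 60 min, both 25 °C | Technique: Fluorescence polarization with parallel and perpendicular emission, 525/598 nm | Evaluation: % inhibition of FP-Rh probe binding versus controls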
GC-A act – GC-A (human) enzyme activation; P16066; HEK293 GC-A cells, cGMP TR-FRET, EC30 ANP; 0% at EC30 ANP, 100% saturating ANP; activation, % at 10 µM; actives 0.14% (n = 370,000); AID 1671463; in the data active means activation above about 40%
ARFGAP1 inh – rat ARFGAP1 inhibition | Q62848 | Arfgap1-stimulated ARF1 GTP hydrolysis, GDP FP detection | inhibition, % at 16.5 µM | actives 0.26% (n = 360,000);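 active means inhibition above a per-plate limit, mean inhibition of low control wells plus 3 SD, cut at about 25% in these data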;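 further: 0% = DMSO wells with enzyme and 100% = wells lacking Arfgap1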
Target sequence (Q62848 1-136 limits assumed): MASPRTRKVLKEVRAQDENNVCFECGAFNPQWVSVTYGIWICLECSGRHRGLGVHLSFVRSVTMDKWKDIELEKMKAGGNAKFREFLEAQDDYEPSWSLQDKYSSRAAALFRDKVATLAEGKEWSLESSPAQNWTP
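Material: truncated rat Arfgap1 GAP domain; Incubation: compound-enzyme preincubation 20 min, reaction 120 min, detection 60 min, 25 °C; Read-out: percent inhibition of Arfgap1-stimulated GTP hydrolysis; Technique: FP, GDP Alexa 633 tracer displaced from anti-GDP antibody, 620/688 nm; Controls: No-Arfgap1 wells (100%) versus DMSO full-reaction wells (0%); Replication: single well per compound.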
ASAP1 GAP inh – inhibitors of human ASAP1 ArfGAP activity; actives 0.19% (n = 360,000); inhibition, % at 16.5 µM; AID 624377; ASAP1-stimulated ARF1 GTP hydrolysis, GDP FP detection; in the data active means inhibition above about 25%;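 further: 0% = vehicle with enzyme and substrate and 100% = no enzyme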
Starred values were filed as active, the others as inactive; . = no result given. Compounds as they come; overall some 4.4% were active at least once.

SMILES	HTRA1 inh	SMARCA2 activ	NR1D1 modulator	NPR2 activator	PG9 binder	rCAG RNA binder	mABHD4 FP	GC-A act	ARFGAP1 inh	ASAP1 GAP inh
CN(C)c1ccc(C(=O)Nc2cc(C(F)(F)F)ccc2-n2cncn2)cc1	-8	0	0	1	-1.5	-5	0	2	2	10
COCCNC(=O)CSc1cc(-c2ccccc2)c2ccc(OC)cc2n1	-13	-2	3	-1	16*	-6	-12	2	1	-5
Cc1ccccc1N(C)S(=O)(=O)c1nnc(NC(=O)c2ccccc2F)s1	-10	-1	-2	0	1.2	9	2	0	-4	7
Cc1cc(C)c(S(=O)(=O)n2nc(C)c(Br)c2C)c(C)c1	7	-3	2	-1	0.3	-1	4	3	9	4
N#CC1(NC(=O)CN2c3cccc4cccc(c34)S2(=O)=O)CCCCC1	-3	-3	-4	-2	1.2	1	8	-2	18	7
COCCCn1c(SCC(=O)OC2CCCCC2)nnc1-c1ccco1	3	.	6	-1	.	.	.	-2	.	.
Cc1nc2ccccc2c(=O)n1CCc1ccc(O)cc1	-1	-2	7	0	1.3	-1	-4	-2	0	6
Cc1cnc(C)c(Nc2nc(C(N)c3ccccc3)cs2)n1 (stereo unspecified)	.	-3	3	3	0.2	8	7	-3	9	-11
CC1CC(C)(C)NC(=S)N1CC(=O)NCc1ccc2c(c1)OCO2 (stereo unspecified)	9	-5	-4	4	0.2	-3	-2	-4	-12	-1
O=C(NCCc1ccccc1)C1CCCN(S(=O)(=O)c2cccnc2)C1 (stereo unspecified)	6	6	-2	-4	-0.4	5	6	-3	-1	8
COc1ccccc1Nc1ccc(C(=O)NCc2cccs2)cn1	12	-6	-2	1	-0.5	-4	0	-1	-4	4
CCCCn1c(-c2ccc(F)c(F)c2)nc2cc3[nH]c(=O)c(C(C)C)nc3cc21	7	-1	18*	24	-1.8	8	-7	10	7	3
CCn1c2ccccc2c2cc(C3C(C#N)=C(N)Oc4n[nH]c(COC)c43)ccc21 (stereo unspecified)	-9	3	5	-6	-0.2	30	7	-31	4	5
CCCc1cc(=O)n2nc(N3CCC(C(=O)Nc4c(F)c(F)c(F)c(F)c4F)CC3)sc2n1	3	-2	5	-1	0.3	-3	-2	-1	5	-10
Oc1c(N=Nc2ccccc2)sc2ccccc12	-8	5	11	1	-6.1	0	-15	2	-10	-7
NS(=O)(=O)c1ccc(CNC(=O)c2cc(=O)c3cc(Cl)ccc3o2)cc1	-7	-3	2	-5	-3.0	3	-2	6	12	-5
CCc1sc(C(=O)NC(C)C2CCCO2)cc1Br (stereo unspecified)	3	4	3	7	-1.2	-3	0	1	3	3
COc1ccc(N2CCN(CC(O)COCc3ccccc3)CC2)cc1 (stereo unspecified)	-4	-2	-2	4	1.5	-11	-2	2	0	-9
O=C(NC1CCCc2ccccc21)c1ccc(=O)[nH]c1 (stereo unspecified)	-1	0	14	1	-1.6	2	8	2	-1	6
CC(=O)c1cccc(NC(=O)C(C)OC(=O)CN2C(=O)NC(C)(C)C2=O)c1 (stereo unspecified)	3	-2	3	-3	2.4	-1	-1	-1	20	-4
Cn1c(SCC(=O)NC2CCCCC2)nnc1-c1ccccc1O	0	-2	-3	-1	1.9	-3	1	1	10	-6
C=CCN1C(c2ccc(Br)cc2)=CS/C1=C(/C#N)c1nnc(N2CCOCC2)n1-c1ccccc1	-2	3	4	2	-1.8	1	6	-1	-8	-9
O=[N+]([O-])c1ccc(C=NN2CCOCC2)s1	7	3	6	2	-0.8	1	-3	-3	1	2
COc1ccc(/C=N/N2CCN(c3ccc(Cl)cc3)CC2)cc1	-2	-1	-4	5	0.7	-1	5	2	8	4
CSc1ccc(S(=O)(=O)NCCCn2ccnc2)cc1	-1	-2	1	1	-1.2	-2	-2	0	7	3
CN(Cc1cnccn1)C(=O)c1cc(COc2cccc(C(F)(F)F)c2)on1	3	1	1	0	0.3	-7	-3	3	-6	6
CCc1ncc(C)nc1CC	2	1	-2	2	-0.1	2	-14	1	7	6
Cc1ccc(C(=O)NCC(=O)N2CCN(c3ccccc3O)CC2)s1	2	-5	0	-3	-1.0	10	4	3	-1	-3
CC(C)(C)NC(=O)CN(C(=O)CSc1nnc(COc2ccccc2)o1)c1cccc(F)c1	0	-1	1	-2	0.1	-6	-7	-1	2	-5
COC(=O)c1ccccc1NC(=O)Cn1cnc([N+](=O)[O-])c1	1	-2	-4	-4	1.3	-2	3	0	-2	-9

Limited to NPR2 activator and GC-A act, for 7 of the compounds above:
smiles,NPR2 activator,GC-A act
COc1ccc(/C=N/N2CCN(c3ccc(Cl)cc3)CC2)cc1,5,2
COc1ccc(N2CCN(CC(O)COCc3ccccc3)CC2)cc1 (stereo unspecified),4,2
CCc1ncc(C)nc1CC,2,1
Cn1c(SCC(=O)NC2CCCCC2)nnc1-c1ccccc1O,-1,1
CN(Cc1cnccn1)C(=O)c1cc(COc2cccc(C(F)(F)F)c2)on1,0,3
C=CCN1C(c2ccc(Br)cc2)=CS/C1=C(/C#N)c1nnc(N2CCOCC2)n1-c1ccccc1,2,-1
NS(=O)(=O)c1ccc(CNC(=O)c2cc(=O)c3cc(Cl)ccc3o2)cc1,-5,6

(continued)
SMILES	HTRA1 inh	SMARCA2 activ	NR1D1 modulator	NPR2 activator	PG9 binder	rCAG RNA binder	mABHD4 FP	GC-A act	ARFGAP1 inh	ASAP1 GAP inh
Cc1ccc(/C=C/C(=O)OCC(=O)NCc2cccs2)o1	0	-2	-3	7	1.0	6	3	-2	-14	6
O=C(NC(=S)N1CCc2ccccc21)c1ccco1	1	-2	-3	-2	-1.9	1	0	2	16	-12
Clc1ccc(-c2nnc(COc3ncnc4sccc34)o2)cc1	-8	1	-3	2	-0.1	4	3	-3	2	-7
O=C(CCCC(=O)N1CCN(c2ccc([N+](=O)[O-])cc2)CC1)c1ccccc1	-2	-4	-7	-3	-0.6	5	1	-3	4	7
Cc1cccc(Oc2ccccc2NC(=O)CSCC(=O)Nc2cc(C)on2)c1	-7	-1	7	-2	-1.7	-4	1	-6	4	10
C#CNC(=O)C1(CC=C)CCNCC1	2	1	-4	2	1.3	4	9	3	1	9
CCN(CC)CCCNC(=O)c1cc2c(Cl)nc3ccccc3c2s1	-37	18*	-1	-3	-0.6	12	-10	12	9	1
O=S(=O)(/N=C/c1c(O)ccc2ccccc12)c1ccccc1	-1	0	-1	-1	0.8	-1	4	5	-4	-12
NC(=O)COC(=O)c1sc2ccccc2c1Cl	3	0	6	-2	2.1	3	-1	0	8	10
Cc1ccccc1OCCC(=O)Nc1ccc(S(=O)(=O)N2CCCC2)cc1	-7	-1	-3	-4	0.7	2	-10	-1	13	7
COc1ccc([C@@H]2C[C@@H](c3ccccc3)Oc3cc(OC)c(OC)c(OC)c32)cc1	-15	-2	4	1	-0.1	2	-12	0	7	10
COc1ccc(OC)c(NC(=O)c2cnn(-c3ccccc3)c2C)c1	-3	0	-3	-1	-0.5	-6	2	2	-1	0
CSc1n[nH]c(=O)n1-c1ccc(Cl)cc1	-6	-3	-4	-2	-0.2	2	-6	0	3	-2
CCOC(=O)c1nnn(-c2ccccc2)c1C	-3	-4	-6	0	-0.2	0	-1	-1	3	-4
CCOC(=O)N(Cc1ccccc1)C(C(=O)O)C(C(=O)O)N(Cc1ccccc1)C(=O)OCC (stereo unspecified)	3	-1	3	9	0.7	3	5	1	8	-4

Four entries from above, with each value named.
> COc1ccc(OC)c(NC(=O)c2cnn(-c3ccccc3)c2C)c1
  HTRA1 inh: -3 | SMARCA2 activ: 0 | NR1D1 modulator: -3 | NPR2 activator: -1 | PG9 binder: -0.5 | rCAG RNA binder: -6 | mABHD4 FP: 2 | GC-A act: 2 | ARFGAP1 inh: -1 | ASAP1 GAP inh: 0
> O=C(NC(=S)N1CCc2ccccc21)c1ccco1
  HTRA1 inh: 1 | SMARCA2 activ: -2 | NR1D1 modulator: -3 | NPR2 activator: -2 | PG9 binder: -1.9 | rCAG RNA binder: 1 | mABHD4 FP: 0 | GC-A act: 2 | ARFGAP1 inh: 16 | ASAP1 GAP inh: -12
> CCOC(=O)c1nnn(-c2ccccc2)c1C
  HTRA1 inh: -3 | SMARCA2 activ: -4 | NR1D1 modulator: -6 | NPR2 activator: 0 | PG9 binder: -0.2 | rCAG RNA binder: 0 | mABHD4 FP: -1 | GC-A act: -1 | ARFGAP1 inh: 3 | ASAP1 GAP inh: -4
> Clc1ccc(-c2nnc(COc3ncnc4sccc34)o2)cc1
  HTRA1 inh: -8 | SMARCA2 activ: 1 | NR1D1 modulator: -3 | NPR2 activator: 2 | PG9 binder: -0.1 | rCAG RNA binder: 4 | mABHD4 FP: 3 | GC-A act: -3 | ARFGAP1 inh: 2 | ASAP1 GAP inh: -7

Following part
SMILES	HTRA1 inh	SMARCA2 activ	NR1D1 modulator	NPR2 activator	PG9 binder	rCAG RNA binder	mABHD4 FP	GC-A act	ARFGAP1 inh	ASAP1 GAP inh
Cc1cc2c(ncn2C)c(NS(=O)(=O)c2ccc(Cl)cc2)c1C	-2	0	1	1	-1.1	-2	4	-7	2	5
COc1ccc(OC)c(S(=O)(=O)N2CCC(C(=O)NCC3COCCO3)CC2)c1 (stereo unspecified)	.	-3	8	-3	.	0	1	1	.	.
O=[N+]([O-])c1cc(CS(=O)(=O)Oc2ccc(Cl)cc2)c(O)c([N+](=O)[O-])c1	4	1	5	-2	-1.1	-2	2	-1	-14	-13
COc1ccc(-c2ccc(C(c3c(C)[nH][nH]c3=O)c3c(C)[nH][nH]c3=O)o2)c([N+](=O)[O-])c1	6	2	-3	-2	-2.4	22	11	1	-19	2
CC1(c2nnc(-c3ccc(Cl)cc3)o2)CC(c2c(Cl)cccc2Cl)=NO1 (stereo unspecified)	-21	-1	2	-3	0.6	3	1	-2	6	6
COc1cccc(-c2c(-c3cc(OC)cc(OC)c3)n(C)c3ccc(-c4ccc(OC)nc4)cc23)c1	-3	2	12	3	-1.7	8	-3	-5	-1	12
CC1CCC2(CC1)NC(=O)N(CC(=O)Nc1ccc3[nH]c(=O)[nH]c3c1)C2=O (stereo unspecified)	-1	-1	6	0	-1.6	2	6	1	15	-7
CC(Oc1ccc(F)cc1)C(=O)Nc1cccc(-c2nn[nH]n2)c1 (stereo unspecified)	-7	5	-2	2	-1.5	20	-11	2	10	12
Cc1nn(-c2ccccc2)c(Cl)c1/C=N/NC(=O)CNC(=O)c1ccccc1Cl	-9	0	2	-2	-1.8	2	-6	4	3	8
COc1cccc(CC(=O)N2CCCC(CCC(=O)N3CCN(c4ccccn4)CC3)C2)c1 (stereo unspecified)	-7	-1	-1	4	-1.9	-10	-2	1	-11	-6
